# Assay outcomes as filed in PubChem.
# ABCB6 inh 2: blocks the human ABCB6 transporter. Q9NP58. K562-ABCB6 porphyrin accumulation, flow cytometry, 1 h; active compounds read low. fluorescence ratio to DMSO, % at 10 µM. 360,000 compounds, 0.19% hits;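 active = fluorescence ratio to DMSO below 75%, the collection mean minus 3 SD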;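 also: signal is porphyrin accumulated inside mitochondria; 100% equals median channel fluorescence of DMSO control wells; lower ratio means ABCB6 inhibition with less porphyrin fluorescence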
# ABHD5 PLIN5 PPI: inhibitors of human ABHD5-perilipin-5 interaction | Q00G26+Q8WTS1 | Split G. princeps luciferase complementation, luminescence, 4 h | inhibition, % at 4 µM | 360,000 compounds, 0.78% hits | AID 602281;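 active = inhibition above the mean inhibition across every tested compound plus 3 SD, cut at about 22% in these data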;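 also: 0% = DMSO only wells and the 100% control is not disclosed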
# Target sequence (Q00G26 whole entry, looked up): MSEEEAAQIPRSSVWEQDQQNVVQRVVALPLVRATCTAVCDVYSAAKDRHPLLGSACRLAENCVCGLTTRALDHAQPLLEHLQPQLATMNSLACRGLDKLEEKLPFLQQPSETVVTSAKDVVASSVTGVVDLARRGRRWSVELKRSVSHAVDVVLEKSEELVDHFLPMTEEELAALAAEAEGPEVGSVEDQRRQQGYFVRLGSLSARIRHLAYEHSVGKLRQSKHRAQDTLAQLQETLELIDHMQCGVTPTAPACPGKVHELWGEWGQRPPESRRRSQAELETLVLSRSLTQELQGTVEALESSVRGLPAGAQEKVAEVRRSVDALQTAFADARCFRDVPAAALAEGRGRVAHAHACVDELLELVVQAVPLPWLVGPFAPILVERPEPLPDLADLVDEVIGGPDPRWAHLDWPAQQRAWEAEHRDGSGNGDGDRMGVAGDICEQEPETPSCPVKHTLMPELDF
# Target sequence (Q8WTS1 whole entry, looked up): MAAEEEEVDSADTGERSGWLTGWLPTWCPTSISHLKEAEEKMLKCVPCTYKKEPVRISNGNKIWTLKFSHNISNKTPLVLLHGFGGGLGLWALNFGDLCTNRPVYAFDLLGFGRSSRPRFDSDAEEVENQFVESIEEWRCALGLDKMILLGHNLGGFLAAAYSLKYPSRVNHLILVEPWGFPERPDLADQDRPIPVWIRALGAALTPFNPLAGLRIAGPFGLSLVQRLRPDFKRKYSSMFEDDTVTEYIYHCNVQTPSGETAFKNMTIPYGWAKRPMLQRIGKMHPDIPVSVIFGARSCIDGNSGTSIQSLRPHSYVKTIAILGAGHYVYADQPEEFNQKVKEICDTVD
# HTR2A ag: activates the mouse 5-HT2A serotonin receptor | P35363 | CHO-K1 mHTR2A beta-arrestin complementation, luminescence; percent of 30 µM serotonin response | activation, % at 7.6 µM | 360,000 compounds, 0.66% hits;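 active = activation above a run cutoff, the mean activation of all tested compounds plus 3 SD, cut at about 14% in these data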;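 also: 0% = plate median of compound wells and 100% = 30 µM serotonin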
# NCOA2 inhibitor: human SRC2 (NCOA2) inhibition; AID 651957; 370,000 compounds, 0.17% hits; inhibition, % at 9 µM; HEK293 GAL4-SRC2 luciferase reporter, luminescence; Q15596;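 active = inhibition above the mean inhibition of all tested compounds plus 3 SD, set per campaign, cut at about 52% in these data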;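 also: 0% = DMSO treated cells and 100% = cells given Gossypol at 36 µM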
# N-glyco inh: blocks N-linked glycosylation in D54 reporter cells | D54 ERlucT glycosylation luciferase reporter, 24 h; percent of 100 nM tunicamycin response | reporter increase, % at 12.5 µM | 360,000 compounds, 0.23% hits | AID 588692;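 active = mean luciferase reporter signal, scaled so untreated is 0 and the glycosylation-blocking control 100, at or above a set limit in every replicate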;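 also: luciferase carries N-glycosylation sites so blocking glycosylation raises the light; 0% = median of neutral control wells and 100% = median of 100 nM tunicamycin wells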
# MC4R antag cAMP: human MC4R antagonism in cAMP assay | MC4R-expressing cells, MTII-stimulated cAMP, LANCE TR-FRET | AID 540295 | 360,000 compounds, 0.48% hits | inhibition, % at 6.5 µM;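 active = inhibition above its plate's cutoff, the mean of tested wells on that plate plus 3 SD, cut at about 29% in these data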;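 also: 0% = Melanotan II alone and 100% = Melanotan II plus saturating MCL0020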
#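 Assay system: U2OS-MC4R stable cell line; Also added: Melanotan II; Technique: Eu-cAMP/anti-cAMP TR-FRET, emission 671 nm; Times: 30-min compound, 1-h challenge, 1-h detection, room temperature.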
# MC4R barr agon: human MC4R agonism via beta-arrestin | P32245 | U2OS MC4R beta-arrestin complementation, luminescence; percent of melanotan II response, DMSO zero | activation, % at 8.9 µM | 360,000 compounds, 0.98% hits | AID 540308;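 active = activation above a per-plate cutoff, the mean activation of sample wells on that plate plus 3 SD, cut at about 8% in these data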
# NOD2 RIPK2 PPI: NOD2-RIPK2 protein interaction inhibition. O43353. CHO BLA complementation NOD2-RIPK2, CCF4 ratio. inhibition, % at 4.98 µM. 360,000 compounds, 0.38% hits. AID 624267; in the data active = inhibition above about 21%;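 also: 0% = vehicle only and 100% = reference blocker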
# TLR9-MyD88 inh: blocks human TLR9 binding to MyD88. Q9NR96+Q99836. CHO BLA complementation TLR9-MyD88, CCF4 FRET ratio. inhibition, % at 4.98 µM. 340,000 compounds, 0.21% hits. AID 504734;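 active = inhibition above the mean over all tested compounds plus 3 SD, cut at about 21% in these data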;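 also: 0% = DMSO only wells and 100% = clavulanate BLA inhibitor control wells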
# H9c2 protect: modulators protecting cardiomyocytes from myocardial damage; H9c2 cardiomyocytes, H2O2 injury protection, ATPLite, 2 h; protection from H2O2 cell death, % at 20 µM; 360,000 compounds, 0.63% hits; AID 588492;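 active = compounds giving at least 50% protection of heart cells from peroxide-induced death in the single-dose screen, raw or plate-pattern-corrected value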;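 also: 0% = DMSO wells with peroxide and 100% = DMSO wells without peroxide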
# * hit, by the source's call; x = not tested or not shown. An excerpt, so the mix of outcomes need not match the whole.
# Sample of the layout (2 entries):
SMILES,ABCB6 inh 2,ABHD5 PLIN5 PPI,HTR2A ag,NCOA2 inhibitor,N-glyco inh,MC4R antag cAMP,MC4R barr agon,NOD2 RIPK2 PPI,TLR9-MyD88 inh,H9c2 protect
Cc1cc(/C=N/NC(=O)COc2cccc3cccnc23)c(C)n1-c1ccc(O)cc1,97,-7,3,7,2,5,-1.4,9,-1,-3
CS(=O)(=O)N(CC(=O)Nc1ccc2c(c1)OCCO2)Cc1ccc(Cl)cc1,102,-3,0,7,3,0,-1.4,-2,-5,-3

# Main list (from the top)
SMILES,ABCB6 inh 2,ABHD5 PLIN5 PPI,HTR2A ag,NCOA2 inhibitor,N-glyco inh,MC4R antag cAMP,MC4R barr agon,NOD2 RIPK2 PPI,TLR9-MyD88 inh,H9c2 protect
Cc1cc(/C=N/NC(=O)COc2cccc3cccnc23)c(C)n1-c1ccc(O)cc1,97,-7,3,7,2,5,-1.4,9,-1,-3
CS(=O)(=O)N(CC(=O)Nc1ccc2c(c1)OCCO2)Cc1ccc(Cl)cc1,102,-3,0,7,3,0,-1.4,-2,-5,-3
COC(=O)c1cccc(N(CC(=O)NC2CCCCC2)C(=O)CNC(=O)c2cccs2)c1,101,1,5,9,-3,0,-1.4,-2,-6,4
COCCN(C(=O)c1ccccc1F)c1nc(-c2ccc(OC)cc2)cs1,100,-3,-4,10,-5,-3,-2.0,-5,-3,-13
CCn1c(=O)c(C(=O)CN2CCOCC2)c(N)n(Cc2ccccc2)c1=O,95,-2,-1,0,3,-2,-1.9,-3,-4,-2
O=C(COc1ccccc1Cl)NCCNC(=O)c1cnccn1,106,2,-4,-15,2,2,-0.8,-8,5,1
COCc1cc(C)nc(SCc2ccccc2)c1C#N,91,-4,-3,5,-5,-7,0.5,-3,3,-1
Cc1cc(F)ccc1-c1cc(C(=O)N2CCN(c3ccncc3)CC2)[nH]n1,95,2,0,9,-3,0,-0.7,7,x,2
C=CCNc1oc(C2CCCC2)nc1C#N,96,4,-3,-21,0,-1,0.0,2,-3,1
CC(C)CC(O)C1CCN(C(=O)CCc2nnc(-c3ccccc3)o2)CC1 (configuration not stated),100,4,0,-12,1,5,-1.8,9,4,-9
CCOC(=O)CSc1nnc(NC(=O)c2cccc(S(=O)(=O)N3CCCCCC3)c2)s1,98,-1,5,17,-1,-2,0.7,-3,0,-5
O=C(Nc1nnc(COc2ccccc2)s1)Nc1ccccc1F,102,7,0,-5,5,-2,-0.2,1,15,-6

# Three entries already listed, ordered by the value under MC4R antag cAMP, rising:
SMILES	ABCB6 inh 2	ABHD5 PLIN5 PPI	HTR2A ag	NCOA2 inhibitor	N-glyco inh	MC4R antag cAMP	MC4R barr agon	NOD2 RIPK2 PPI	TLR9-MyD88 inh
COCc1cc(C)nc(SCc2ccccc2)c1C#N	91	-4	-3	5	-5	-7	0.5	-3	3
CS(=O)(=O)N(CC(=O)Nc1ccc2c(c1)OCCO2)Cc1ccc(Cl)cc1	102	-3	0	7	3	0	-1.4	-2	-5
O=C(COc1ccccc1Cl)NCCNC(=O)c1cnccn1	106	2	-4	-15	2	2	-0.8	-8	5

# Continuation:
SMILES,ABCB6 inh 2,ABHD5 PLIN5 PPI,HTR2A ag,NCOA2 inhibitor,N-glyco inh,MC4R antag cAMP,MC4R barr agon,NOD2 RIPK2 PPI,TLR9-MyD88 inh,H9c2 protect
CCCC(=O)NC(C)c1nc2ccccc2n1C (configuration not stated),99,-2,-1,5,1,9,-1.1,1,-2,0
C=CCn1c(CSc2nc3ccccc3s2)n[nH]c1=S,104,-7,0,-58,-1,1,-2.2,1,2,6
COc1ccc(-c2ccc3[nH]c4c(c3c2)CCN2C[C@@H]([C@H](C)O)[C@@H](N(C)C(=O)Nc3cc(Cl)cc(Cl)c3)C[C@@H]42)cc1,108,-12,-4,8,-2,4,2.4,-1,9,-1
CCn1c(SCc2ccc(C(=O)OC)o2)nnc1-c1c[nH]c2ccccc12,94,5,-1,-4,0,6,-0.7,3,3,1
O=C(CNC(=S)N(Cc1ccccc1Cl)C1CCCC1)NCCN1CCOCC1,101,3,1,0,1,10,-2.5,-3,-7,-1
Cc1cc(C)cc(NC(=O)CSc2nnc(-c3ccccc3)n2N)c1,89,6,6,6,4,8,-0.6,4,7,3
Cc1ccc(Oc2ccc3c(c2)C(=O)N(c2ccc(S(=O)(=O)Nc4nccs4)cc2)C3=O)cc1,101,-2,0,-19,2,11,-0.3,-7,-4,-6
COC(=O)[C@H](CC(C)C)NC(=O)CC[C@H]1O[C@@H](n2ccc(=O)[nH]c2=O)[C@H](O)[C@@H]1O,100,-6,0,1,0,x,x,8,x,-2
CN(C(=O)CN1C(=O)S/C(=C\c2ccc(F)cc2)C1=O)C1CCS(=O)(=O)C1 (configuration not stated),89,1,2,3,2,-5,-1.4,1,2,-1
O=C(O)COc1ccccc1/C=N/NC(=O)c1cc2ccccc2cc1O,98,6,3,-12,1,1,-1.2,2,-6,-6
Cc1cc(OC(=O)c2cc(Cl)nc3ccccc23)ccc1Cl,100,2,3,-18,0,1,0.4,2,-11,-6
CC1CCCN(C(=O)C2CCN(CC3CC=CCC3)CC2)C1 (configuration not stated),103,-6,-3,-27,-3,0,0.8,3,-3,15

# Limited to MC4R antag cAMP, NCOA2 inhibitor and TLR9-MyD88 inh, for some of the entries so far:
canonical_smiles	MC4R antag cAMP	NCOA2 inhibitor	TLR9-MyD88 inh
Cc1ccc(Oc2ccc3c(c2)C(=O)N(c2ccc(S(=O)(=O)Nc4nccs4)cc2)C3=O)cc1	11	-19	-4
C=CCn1c(CSc2nc3ccccc3s2)n[nH]c1=S	1	-58	2

# (list continues)
SMILES,ABCB6 inh 2,ABHD5 PLIN5 PPI,HTR2A ag,NCOA2 inhibitor,N-glyco inh,MC4R antag cAMP,MC4R barr agon,NOD2 RIPK2 PPI,TLR9-MyD88 inh,H9c2 protect
C#CC1CCCCC1NC(=O)Nc1cnccc1C(F)(F)F (configuration not stated),98,-7,1,3,3,8,-2.0,-2,-13,0
COc1ccc(S(=O)(=O)N2CCN(C(=O)NC3CCCCC3)CC2)cc1OC,98,-14,0,-1,0,5,-3.1,-2,-4,0
O=C(/C=C/c1ccco1)N(Cc1ccccc1)C1CCS(=O)(=O)C1 (configuration not stated),102,3,-2,-16,-1,15,0.5,-5,-5,-1
COc1cc(C(C#N)N2CCCCC2)ccc1O (configuration not stated),89,-4,-6,10,1,13,0.0,2,-1,5
OC(c1ccc(F)cc1)c1nc(-c2ccncc2)cs1 (configuration not stated),91,1,7,-13,1,14,1.8,3,x,-28
Cc1cc(C(F)(F)F)nn1Cc1n[nH]c(=S)n1-c1ccc(F)cc1,93,-2,0,3,0,7,-1.4,-3,13,4
CCOc1ccccc1/C=c1\sc2ncnn2c1=O,100,-4,-2,-6,-2,28,1.3,4,5,18
CCc1nnc(NC(=O)CCN(c2ccc(C)cc2)S(=O)(=O)c2ccccc2)s1,91,4,3,-7,1,11,-1.5,-5,1,5
CCOC(=O)C1=C(C)Nc2ncnn2C1c1cccs1 (configuration not stated),94,4,-6,15,3,2,-0.6,-8,2,5
CCN(CC)c1ccc(C(=O)N/N=C(\C)c2cccnc2)cc1,94,-5,-3,5,-1,3,-1.4,-5,4,-4
Cc1cc(C)nc(SCc2ccc3nonc3c2)n1,103,-10,1,19,1,-11,2.5,0,-2,-2
O=c1cc(CN2CC(O)Cc3ccc4ccccc4c32)nc2sccn12 (configuration not stated),97,-1,4,-25,2,19,-2.5,4,-5,16
COC(=O)C1CC(O)CN1S(=O)(=O)c1cccs1 (configuration not stated),99,-2,-2,1,0,8,0.6,-11,-6,-5
Cc1ccccc1C1=C/C(=C(\SS/C(C(=O)c2ccc(OCC(=O)O)c(Cl)c2Cl)=C2\C=C(c3ccccc3C)SS2)C(=O)c2ccc(OCC(=O)O)c(Cl)c2Cl)SS1,90,2,14,-4,-5,4,-5.4,-3,-5,0
CCOc1cc(CNCCO)cc(Br)c1OCc1ccc(Cl)cc1Cl,103,2,4,21,2,5,-1.5,0,12,4
O=C1CC(C(=O)Nc2ccccc2)N=C(N2CCOCC2)N1 (configuration not stated),99,-3,-1,-9,0,8,1.5,-5,2,-1
Cc1cc(C)n2nc(C(=O)OCC(=O)Nc3ccc(F)cc3F)nc2n1,97,4,-3,-61,1,4,-1.7,3,-4,-3
C=CCN(CC=C)CCCOc1ccc(Br)cc1Cl,100,-1,-1,-3,0,5,0.7,-4,4,1
COc1ccc(-c2csc3ncn(-c4ccc(C)cc4)c(=O)c23)cc1OC,86,6,7,-41,1,8,-1.3,1,-1,-5
NC(=O)c1ccc2nc(NC(=O)c3ccc(N)cc3)sc2c1,103,5,0,-29,0,14,-1.8,-6,x,-4
CCOC(=O)N1CCN(C(=O)CCNS(=O)(=O)c2ccc(C)c(C)c2)CC1,93,-2,-14,12,1,22,-0.8,-3,-1,0
O=C(NNC(=S)NC(=O)c1ccc(F)cc1)c1ccncc1,107,-8,-3,11,8,6,-2.2,2,-2,14
COc1ccc(-c2c3c(=O)n(C)c(=O)n(C)c3cn2N2CCOCC2)cc1,91,6,5,-8,0,-4,-1.2,-3,-10,16
Cc1csc(=Nc2cccnc2)n1CC1CCCCC1,94,4,1,17,0,9,-1.1,-8,-18,-4
CC1(c2nnc(-c3ccc(Cl)cc3)o2)CC(c2c(Cl)cccc2Cl)=NO1 (configuration not stated),100,-3,1,12,-1,-3,-0.8,1,6,-12
S=C(Nc1ccc(Br)cc1Cl)N1CCN(c2ccccn2)CC1,94,2,1,-30,2,3,-1.0,-12,-6,6
O=C1NC(=O)/C(=C\c2ccc(OCc3cccc(C(=O)O)c3)c(Cl)c2)N1,98,-5,-1,-81,-5,3,-2.1,-2,-6,0
Cn1nnc2c(N3CCCCC3)nccc21,99,1,-1,-18,-2,-4,0.6,-5,-1,11
COc1ccc(C2C(C(=O)c3ccco3)=C(O)C(=O)N2CCCn2ccnc2)c(OC)c1 (configuration not stated),98,-7,0,-70,3,-6,0.6,-18,-7,-5
COc1ccc(-n2c(SCCC#N)nnc2-c2cc(Cl)ccc2OC)cc1Cl,101,0,-1,20,19,0,-3.3,-10,17,7
COC(=O)[C@@H](NS(=O)(=O)c1cc(Br)ccc1Br)C(C)C,93,8,-5,-9,2,3,1.0,10,-5,-2
CCN(CC)CCCn1c2c(c(SCC(=O)N3CCc4ccccc43)nc1=O)CCC2,99,-1,-3,-8,-2,-5,-1.5,0,0,4
CC1=NN(c2cc(Cl)c(S(=O)(=O)O)cc2Cl)C(=O)C1,96,-1,-1,-14,1,3,0.1,-1,-5,2
COc1ccccc1N1CCN(C(c2ccccc2)c2nnnn2CCc2ccccc2)CC1 (configuration not stated),102,2,-3,11,-6,4,-2.1,-3,4,-5
O=C(Nc1ccc(Br)cc1)c1ccc2ncsc2c1,100,-4,-8,-61,-8,0,2.1,-4,0,-9
